FAS-TE inh: FAS thioesterase domain inhibitors, primary screen, biochemical, fluorescence intensity, uHTS. recombinant FAS-TE, OMFH fluorogenic substrate, fluorescence endpoint. AID 602261, 2012. inhibition, % at 15 µM. actives 0.67% (n = 360,000);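 active = compounds whose normalised, plate-corrected inhibition of enzyme fluorescence in the single-dose primary screen is 50% or more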;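 note: 0% = DMSO with enzyme and 100% = substrate without enzyme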
Neddyl block: inhibitors of cullin neddylation, primary screen, biochemical, TR-FRET, uHTS, NAE and Ubc12. AID 651699, 2012. calls only at 25 µM. actives 0.58% (n = 360,000). NEDD8-conjugating enzyme Ubc12 (Homo sapiens) + NEDD8-activating enzyme E1 regulatory …; in the data active = inhibition above about 36%
NadD inh: inhibitors of S. aureus NadD, primary screen, biochemical, colorimetric, uHTS; purified NadD enzyme, colorimetric absorbance read-out; actives 0.78% (n = 360,000); inhibition, % at 20 µM; Nicotinate-nucleotide adenylyltransferase NadD (Staphylococcus aureus N315); in the data active = inhibition above about 26%; note: some compounds past the cut are filed as inactive
SKN-1 block: suppressors of acrylamide-induced Pgst-4::GFP reporter in worms, primary screen, SKN-1 inhibitor project, whole organism, uHTS, GFP/RFP fluorescence ratio, strain VP596; AID 624304, 2012; C. elegans VP596 Pgst-4::GFP/RFP ratio, 24 h; inhibition, % at 21.8 µM; actives 0.49% (n = 360,000);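 active = interference check ratio from 0.5 to 1.5 plus GFP to RFP signal ratio inhibition reaching or exceeding a fixed threshold, cut at about 30% in these data, passing the limit was not always enough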; note: some compounds called inactive have numbers as strong as hits
Rin1-Abl PPI inh: inhibitors of Rin1-Abl protein binding, primary screen, biochemical, TR-FRET; actives 0.4% (n = 360,000); inhibition, % at 7.35 µM; Tyrosine-protein kinase ABL1 (Homo sapiens) + Ras and Rab interactor 1 (Homo sapiens), …; in the data active = inhibition above about 5%, passing the limit was not always enough
Rpn11 inh: Rpn11 (PSMD14) deubiquitinase inhibitors, primary screen, biochemical, fluorescence polarization, uHTS | human 26S proteasome, Ub4-pepOG fluorescence polarization; 20S core pre-blocked with epoxomicin | calls only at 20 µM | actives 0.59% (n = 360,000);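 active = inhibition at 20 µM, scaled to each plate's controls, above about 33%, limit read from the data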
Target sequence (O00487 whole entry, looked up): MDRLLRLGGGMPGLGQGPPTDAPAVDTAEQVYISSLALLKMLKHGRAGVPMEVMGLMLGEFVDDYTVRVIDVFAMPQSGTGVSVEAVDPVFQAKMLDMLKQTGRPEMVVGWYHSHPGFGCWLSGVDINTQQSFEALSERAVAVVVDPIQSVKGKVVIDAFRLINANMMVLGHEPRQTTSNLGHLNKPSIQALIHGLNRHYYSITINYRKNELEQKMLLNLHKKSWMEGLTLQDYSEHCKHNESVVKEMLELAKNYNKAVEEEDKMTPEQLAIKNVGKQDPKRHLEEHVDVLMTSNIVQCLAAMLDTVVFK
PABP1 MLLE inh: inhibitors of PABP1 MLLE–PAM2 peptide binding, primary screen, biochemical, fluorescence polarization, FITC-PAM2, GST-MLLE | Polyadenylate-binding protein 1 (Homo sapiens), P11940 | inhibition, % at 20 µM | actives 0.36% (n = 360,000); in the data active = inhibition above about 35%, passing the limit was not always enough;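 note: plate controls were DMSO wells with GST-MLLE for no effect and wells lacking GST-MLLE protein for full effect; some results filed as inactive read as strong as hits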
CSN inh: inhibitors of CSN-mediated cullin deneddylation, primary screen, biochemical, fluorescence polarization, uHTS. inhibition, % at 12.5 µM. actives 0.38% (n = 360,000). Purified CSN, SCF-Nedd8-OG deneddylation. COP9 signalosome complex subunit 5 (Homo sapiens), Q92905;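 active = pattern-corrected inhibition above about 35%, with an unprinted fluorescence ratio check between 0.5 and 1.5, limit read from the data, passing the limit was not always enough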;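 note: 0% = enzyme with substrate and 100% = substrate without enzyme; some results filed as inactive read as strong as hits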
Target sequence (Q92905 whole entry, looked up, one chain of several): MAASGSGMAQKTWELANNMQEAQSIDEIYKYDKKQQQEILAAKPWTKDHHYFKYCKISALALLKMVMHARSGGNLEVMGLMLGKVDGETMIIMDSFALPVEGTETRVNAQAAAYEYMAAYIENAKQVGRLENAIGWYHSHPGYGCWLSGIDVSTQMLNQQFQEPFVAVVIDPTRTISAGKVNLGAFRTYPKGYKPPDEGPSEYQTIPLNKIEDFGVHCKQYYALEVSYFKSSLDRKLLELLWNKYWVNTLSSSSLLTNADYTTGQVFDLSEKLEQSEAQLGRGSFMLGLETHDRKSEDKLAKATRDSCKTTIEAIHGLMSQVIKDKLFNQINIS
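Test system: Human Csn5 produced in HEK293T cells | Compound: 12.5 µM single point | Times: 90 min, room temperature | Signal: Fluorescence polarization readout | Read-out basis: % inhibition of substrate cleavage by Csn5 | Controls: no-enzyme wells high, enzyme-with-substrate wells low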
MT1-MMP act inh: blockers of MT1-MMP proenzyme processing, primary screen, HT1080 RFP-PRO-GFP cells, GFP/RFP fluorescence | GFP/RFP ratio fluorescence, overnight; percent of plate control window, DMSO zero | actives 0.061% (n = 360,000) | GFP/RFP ratio change, % at 20 µM | Matrix metalloproteinase-14 (Homo sapiens), P50281;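 active = GFP/RFP ratio change of at least 30% with cell ATP level not reduced by more than half and red fluorescence within 50% of control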; note: strong numbers were not always called active
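Assay system: RFP-PRO-GFP reporter HT1080 cells; read-out basis: GFP/RFP fluorescence ratio; benchmarks: DMSO wells and RFP-L50D-GFP cells; doses: 20 µM single dose, 1% DMSO; schedule: overnight cell settling, then overnight compound exposure, 37 °C, 5% CO2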
The depositor's hits bear a star; i = inactive; nt = not tested or not shown; + = active, no number; & = joins results of further samples. Hits appear at their usual frequency; about 3.9% have a hit in one of these screens.

Below each SMILES – FAS-TE inh	Neddyl block	NadD inh	SKN-1 block	Rin1-Abl PPI inh	Rpn11 inh	PABP1 MLLE inh	CSN inh	MT1-MMP act inh
[1] C=CCOn1c(=O)c(-c2cc3ccccc3o2)[n+]([O-])c2ccccc21
 : 4	i	-9	5	-2	i	1	-2	-5
[2] CCOC(=O)c1cccc(N2C(N)=NC(N)=NC2(C)C)c1
 : -3	i	0	10	-1	i	13	-5	-2
[3] O=C(Nc1c(-c2ccccc2)nc2ncccn12)c1cc2ccccc2oc1=O
 : -8	i	1	17	-2	i	12	2	-3
[4] Cc1nc2nc(-c3ccc(Cl)cc3)[nH]n2c(=O)c1Cc1ccccc1
 : 3	i	1	-1	-3	i	3	5	0
[5] CC(C)(C)C(=O)c1cn(CC(=O)NCc2ccc3c(c2)OCO3)c2ccccc12
 : 14	i	-3	19	-2	i	10	2	-5
[6] CC(OC(=O)CC(C)c1ccccc1)C(=O)Nc1ccc(Cl)cn1 (centres undefined)
 : 14	i	-6	-2	2	i	-2	43*	-3
[7] c1ccc2c(c1)Nc1ccncc1S2
 : -4	i	-7	3	-6	i	-10	2	-16
[8] O=C1c2ccccc2C(=O)N1CCCc1nc(-c2cccnc2)no1
 : -2	i	-2	-6	-5	i	-7	-1	-1
[9] CC1(C)SC2c3ccccc3C(=O)N2[C@@H]1C(=O)NCc1ccco1 (some centres undefined)
 : 0	i	8	-2	-2	i	3	0	2
[10] Cc1ccccc1C(=O)NC(CC(C)C)C(=O)NCC(C)(C)N1CCOCC1 (centres undefined)
 : -8	i	-7	19	2	i	2	1	-1
[11] Cc1ccc(NS(=O)(=O)c2ccc(C)c(NC(=O)COc3ccc4ccccc4c3)c2)c(C)c1
 : 28	i	20	9	1	i	1	4	-5
[12] CN(C)S(=O)(=O)c1cccc(NC(=O)COC(=O)CNC(=O)c2cccc([N+](=O)[O-])c2)c1
 : 2	i	-2	0	-1	i	-12	1	-1
[13] CCCn1cnc2scc(-c3ccc(C)c(C)c3)c2c1=O
 : 13	i	4	16	-7	i	-4	-2	-5
[14] O=C(NCCCNC(=O)c1ccc(Cl)cc1Cl)c1ccccn1
 : -3	i	-2	21	2	i	4	1	-5
[15] O=C(Nc1cc(C(F)(F)F)ccc1Cl)c1ccncc1
 : -1	i	-3	8	-4	i	-11	-1	-3
[16] Cc1ccc(S(=O)(=O)N(C)C)cc1NC(=S)N(CCC#N)Cc1cccnc1
 : -1	i	-1	8	0	i	4	0	1
[17] CC(=O)Nc1ccc(S(=O)(=O)N2CCN=C2C)cc1
 : -9	i	-7	-12	1	i	1	-2	4
[18] O=C(O)CCC(=O)Nc1ccccc1C(=O)NCCc1ccccc1
 : -11	i	-3	-2	0	i	-4	-15	3
[19] CC1CCCC(NC(=O)COC(=O)c2ccc([N+](=O)[O-])s2)C1C (centres undefined)
 : 14	i	-4	-5	4	i	0	6	0
[20] Cc1ccc(Cn2nnc3c(=O)n(CC(=O)NCc4ccco4)cnc32)cc1
 : -5	i	5	18	-2	i	-14	6	-4
[21] CSc1nc(C)cc(/C=C\c2ccccc2)c1C#N
 : 8	i	12	15	1	i	11	-1	-4
[22] COc1ccc2c(c1)CCc1cn3ncc(C#N)c3nc1-2
 : -2	nt	-4	8	-2	i	-8	2	-1
[23] COC(=O)/C=C1/N/C(=N\c2nc(C)cc(C)n2)N(c2ccccc2)C1=O
 : -12	i	-3	0	-1	i	-12	5	-5
[24] CC(C)(C)OC(=O)NCc1ccc(CNC(=O)c2ncn(Cc3ccccc3)c2C(=O)NCc2ccc(CNC(=O)OC(C)(C)C)cc2)cc1
 : 19	i	12	19	1	i	4	2	5
[25] CC(=O)N1CCCC1(C(=O)O)c1ccccc1 (centres undefined)
 : -7	i	-2	-4	0	i	-9	2	3
[26] O=C(N/N=C/c1ccc(O)c(O)c1O)/C(=C/c1ccc([N+](=O)[O-])cc1)NC(=O)c1ccccc1
 : 47	i	44*	6	15*	i	37	3	5
[27] Cc1cn(-c2cc(C(=O)Nc3ccc(C)c(NC(=O)N4CCNC4=O)c3)cc(C(F)(F)F)c2)cn1
 : -5&-6	i	-4&-8	-7&15	-1&-2	i	-1&5	25&19	5&9
[28] Cc1cc(-c2n[nH]c(=S)n2/N=C/C=C/c2ccccc2)n[nH]1
 : -10	i	-2	-7	-1	i	-20	-10	3
[29] COc1cc(NC(=O)COC(=O)c2ccc([N+](=O)[O-])s2)cc(OC)c1OC
 : 0	i	-6	-1	1	i	0	16	5
[30] CC(C)OC(=O)c1c(N)sc2c1CCCC2
 : 4	i	4	8	1	i	22	-5	3

Next part (2 carried over from the part before).
29. COc1cc(NC(=O)COC(=O)c2ccc([N+](=O)[O-])s2)cc(OC)c1OC
30. CC(C)OC(=O)c1c(N)sc2c1CCCC2
31. CCCNC(=O)NC(=O)c1cnccc1C(F)(F)F
32. CCC1(C)NC(=O)N(CC(=O)Nc2cc(C)on2)C1=O (centres undefined)
33. Cc1ccccc1Cn1cc(NC(=O)c2cc3nc(-c4ccco4)cc(C(F)(F)F)n3n2)cn1
34. Cc1c(C(=O)NCc2cccs2)oc2ccc(Br)cc12
35. CC(C)(CNc1ccc(C(F)(F)F)cc1[N+](=O)[O-])N1CCOCC1
36. Cc1[nH]c(=O)[nH]c(=O)c1Sc1ccccc1[N+](=O)[O-]
37. N#Cc1ccccc1COC(=O)c1cccc(S(=O)(=O)N2CCCC2)c1
38. O=C(CSc1nnc(-c2ccncc2)n1Cc1ccccc1)NCCc1ccccc1

| Compound | 29 | 30 | 31 | 32 | 33 | 34 | 35 | 36 | 37 | 38 |
| --- | --- | --- | --- | --- | --- | --- | --- | --- | --- | --- |
| FAS-TE inh | 0 | 4 | -6 | 1 | 18 | 15 | 6 | -5 | 18 | -3 |
| Neddyl block | i | i | i | i | nt | i | i | i | i | i |
| NadD inh | -6 | 4 | -7 | -5 | -1 | -7 | -5 | 0 | -3 | -3 |
| SKN-1 block | -1 | 8 | 5 | -1 | 2 | 5 | 1 | 19 | -4 | -3 |
| Rin1-Abl PPI inh | 1 | 1 | -2 | 2 | 3 | 0 | -5 | 2 | 0 | -3 |
| Rpn11 inh | i | i | i | i | i | i | i | i | i | i |
| PABP1 MLLE inh | 0 | 22 | 1 | 4 | -7 | -7 | 6 | -1 | 7 | -16 |
| CSN inh | 16 | -5 | -2 | 2 | -1 | 5 | -4 | 3 | -5 | -2 |
| MT1-MMP act inh | 5 | 3 | 0 | 6 | -7 | 0 | 4 | 0 | 1 | 2 |

39. CCOC(=O)c1cc(C)sc1NC(=O)C(c1ccccc1)c1ccccc1
40. CCNc1nc(OC)nc(N(OC)S(=O)(=O)c2ccc(C)cc2)n1
41. O=C(CSc1ncccn1)Nc1cccc(S(=O)(=O)N2CCOCC2)c1
42. S=C(NNC(=S)Nc1ccc(Cl)cc1)NNc1ccccc1
43. Cc1cc(C)cc(Nc2cnn(C34CC5CC(CC(CC(=O)O)(C5)C3)C4)c(=O)c2Cl)c1
44. CCc1c(C(=O)NNC(=S)Nc2ccc(S(=O)(=O)Nc3ncccn3)cc2)csc1C
45. Cc1cccc(N2CCN(C(=O)C3CCN(S(=O)(=O)c4cnc[nH]4)CC3)CC2)c1C
46. CCCNc1c(NC(C)=O)c(=O)oc2ccccc12

| Compound | 39 | 40 | 41 | 42 | 43 | 44 | 45 | 46 |
| --- | --- | --- | --- | --- | --- | --- | --- | --- |
| FAS-TE inh | 26 | -5 | -6 | -5 | -11 | -7 | -33 | -6 |
| Neddyl block | i | i | i | i | i | i | i | i |
| NadD inh | 0 | -6 | 1 | 14 | 6 | 6 | 5 | -5 |
| SKN-1 block | -2 | 3 | 1 | 14 | -7 | -12 | 0 | 1 |
| Rin1-Abl PPI inh | -4 | 3 | 0 | -3 | -2 | 1 | -2 | 0 |
| Rpn11 inh | i | i | i | i | i | i | i | i |
| PABP1 MLLE inh | 6 | -5 | 5 | 16 | -5 | 20 | 14 | -1 |
| CSN inh | -1 | 3 | -5 | -3 | -3 | -3 | 1 | 4 |
| MT1-MMP act inh | -8 | 0 | 2 | 12 | 1 | 3 | 2 | -1 |

47. COc1cc(C(=O)ON=C2C(C)=CC(=O)C=C2C)cc(OC)c1OC
48. CC1CC(C)CN(C(=O)CNC(=O)Cn2ccc3ccccc3c2=O)C1 (centres undefined)
49. Cc1ccc(C(=O)N2CCN(S(C)(=O)=O)C2)cc1
50. O=C(C(=O)N1CCCc2ccccc21)N1CCCc2ccccc21
51. CCCCNC(=S)N/N=C1\CCCCc2ccccc21
52. CN(C(=O)NC1CCCCC1)c1ccccc1
53. CN=C1c2cc3cc(OC)ccc3n2CCN1Cc1ccccc1
54. COc1nc(Nc2ccc([N+](=O)[O-])cc2)nc(NC(C)C)n1

| Compound | 47 | 48 | 49 | 50 | 51 | 52 | 53 | 54 |
| --- | --- | --- | --- | --- | --- | --- | --- | --- |
| FAS-TE inh | 9 | -1 | -5 | -12 | 22 | -6 | -6 | 6 |
| Neddyl block | i | i | i | i | i | i | + | i |
| NadD inh | 1 | 1 | -4 | -4 | -4 | -1 | -4 | -6 |
| SKN-1 block | -5 | -8 | 7 | 11 | -6 | -2 | 0 | 17 |
| Rin1-Abl PPI inh | 0 | -1 | -3 | 0 | -1 | 1 | -6 | 1 |
| Rpn11 inh | i | i | i | i | i | i | i | i |
| PABP1 MLLE inh | 31 | -3 | 2 | -2 | 11 | -11 | 0 | -18 |
| CSN inh | -3 | 2 | 0 | 3 | 1 | -2 | -1 | -2 |
| MT1-MMP act inh | -1 | -1 | 1 | 2 | -4 | 4 | 3 | -2 |

4 entries drawn at random from the list so far:
38. O=C(CSc1nnc(-c2ccncc2)n1Cc1ccccc1)NCCc1ccccc1
44. CCc1c(C(=O)NNC(=S)Nc2ccc(S(=O)(=O)Nc3ncccn3)cc2)csc1C
50. O=C(C(=O)N1CCCc2ccccc21)N1CCCc2ccccc21
51. CCCCNC(=S)N/N=C1\CCCCc2ccccc21

| Compound | 38 | 44 | 50 | 51 |
| --- | --- | --- | --- | --- |
| FAS-TE inh | -3 | -7 | -12 | 22 |
| Neddyl block | i | i | i | i |
| NadD inh | -3 | 6 | -4 | -4 |
| SKN-1 block | -3 | -12 | 11 | -6 |
| Rin1-Abl PPI inh | -3 | 1 | 0 | -1 |
| Rpn11 inh | i | i | i | i |
| PABP1 MLLE inh | -16 | 20 | -2 | 11 |
| CSN inh | -2 | -3 | 3 | 1 |
| MT1-MMP act inh | 2 | 3 | 2 | -4 |

High-throughput results deposited in PubChem BioAssay by several laboratories.
